KCNQ1 block: blocks the human KCNQ1 potassium channel; P51787; CHO-K1 KCNQ1, FluxOR thallium flux fluorescence; active compounds read high; B-score at 10 µM; actives 1.3% (n = 310,000); AID 2642;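 active = compounds whose thallium flux B-score, printed positive for inhibition, exceeds three library SD while starting fluorescence stays within three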;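 note: channel opened by potassium depolarization with thallium stimulus after 20 min compound exposure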
Target sequence (P51787 whole entry, looked up): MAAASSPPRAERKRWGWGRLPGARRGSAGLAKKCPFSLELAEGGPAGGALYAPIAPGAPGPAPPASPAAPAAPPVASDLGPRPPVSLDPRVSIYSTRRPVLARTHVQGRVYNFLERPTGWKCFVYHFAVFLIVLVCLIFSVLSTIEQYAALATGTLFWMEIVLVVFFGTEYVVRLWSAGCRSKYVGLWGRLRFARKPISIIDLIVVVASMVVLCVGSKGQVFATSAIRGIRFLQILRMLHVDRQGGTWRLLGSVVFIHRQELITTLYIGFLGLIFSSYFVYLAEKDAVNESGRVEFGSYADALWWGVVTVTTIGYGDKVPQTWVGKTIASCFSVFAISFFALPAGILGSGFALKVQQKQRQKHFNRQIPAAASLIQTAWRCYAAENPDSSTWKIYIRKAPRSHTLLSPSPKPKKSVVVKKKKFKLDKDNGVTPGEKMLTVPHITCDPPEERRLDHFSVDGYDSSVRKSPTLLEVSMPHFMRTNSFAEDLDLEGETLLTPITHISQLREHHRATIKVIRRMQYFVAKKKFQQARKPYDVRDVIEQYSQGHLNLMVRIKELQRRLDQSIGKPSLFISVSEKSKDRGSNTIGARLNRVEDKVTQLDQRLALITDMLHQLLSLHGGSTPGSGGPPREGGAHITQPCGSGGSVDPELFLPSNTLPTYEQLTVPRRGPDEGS
RGS4 inh: inhibitors of human RGS4; HEK293 M3R/RGS4 inducible, Fluo-4 calcium flux; active compounds read high; triggered by carbachol at its EC20; actives 0.45% (n = 310,000); B-score at 10 µM; P49798;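 active = B-score, a plate-corrected calcium signal, over three deviations above library mean, with baseline fluorescence within five deviations of library mean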;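 note: RGS4 expression induced by doxycycline in cells with stable M3 receptor; B-score is computed from the integrated fluorescence ratio over baseline after carbachol; higher B-score means a larger calcium signal and so more RGS4 inhibition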
KCNK9 inh: blocks the human KCNK9 two-pore domain potassium channel. Q9NPC2. B-score at 10 µM. actives 1.2% (n = 310,000). HEK293 KCNK9, FluxOR thallium flux fluorescence; active compounds read low;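 active = ratio B-score over 3 SD below the library mean, with starting fluorescence within 5 SD of its mean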;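 note: negative B-score means less thallium flux so channel inhibition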
hERG rescue: hERG (human) protection from proarrhythmic block; Q12809; CHO-hERG, FluxOR thallium flux, dofetilide IC70 present; activation (rescue from dofetilide block), less the hit threshold, % at 10 µM; actives 0.51% (n = 310,000); AID 1511;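 active = activation above the mean of controls blocked by dofetilide plus 5 SD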;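 note: thallium influx through hERG after potassium depolarization seen as dye fluorescence rise; in these data hits start at about 4.7%; inactives centre near -7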
KCNQ1 act: potentiators or activators of human KCNQ1 potassium channel. P51787. CHO-K1 KCNQ1, thallium flux FluxOR fluorescence; active compounds read high. B-score at 10 µM. actives 0.35% (n = 310,000);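 active = fluorescence ratio B-score, a plate-corrected score, at least three library SD, with initial intensity B-score within 5 SD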
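Material: CHO-K1 cells stably expressing KCNQ1. Medium: assay buffer for compound exposure, DMSO matched across wells. Reagent: K+/Tl+ depolarizing stimulus. Compound dosing: single-concentration screen. Times: 37 °C overnight plating, 90-min dark dye load, 20-min compound pretreatment. Technique: FluxOR Tl+ flux fluorescence.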
MrgX1 ag: agonists of human MrgX1 receptor | AID 588627 | actives 0.44% (n = 310,000) | MrgX1-HEK293 cells, Fluo-4 calcium fluorescence, agonist mode; active compounds read high | B-score at 10 µM;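 active = calcium response B-score plate-corrected fluorescence ratio at least 3 library SD, with starting fluorescence B-score inside 5 SD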
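System – MrgX1-expressing HEK293 cells · Incubation – cells plated overnight, dye loaded 0.5 h 37 °C, 0.5 h room temperature · Technique – kinetic Fluo-4 NW fluorescence of intracellular calcium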
ANO1 block: mouse TMEM16A channel inhibition, primary screen; actives 1.2% (n = 310,000); HEK293 TMEM16A/YFP iodide influx fluorescence, ionomycin; AID 588511; normalized B-score (activity score, 25-100; higher = stronger inhibition) at 10 µM; Q8BHY3;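 active = ratio plate-corrected score three or more library SD toward inhibition, starting fluorescence score within five deviations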;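 note: score derived from kinetic fluorescence span divided by baseline fluorescence per well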
MrgX1 allo act: allosterically activates human MrgX1 receptor signaling | Q96LB2 | MrgX1-HEK293, Fluo-4 calcium flux, FDSS; active compounds read high | B-score at 10 µM | actives 0.63% (n = 310,000);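 active = plate-corrected calcium response at least 3 library SD above typical, normal starting fluorescence, not activating the receptor alone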;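 note: compound read alongside a low EC10 to EC30 dose of BAM8-22 agonist; peak minus trough fluorescence over baseline measured at the second addition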
KCNK3 block: human KCNK3 channel inhibition, primary screen; O14649; CHO-KCNK3 thallium flux, FluxOR fluorescence; active compounds read low; B-score at 10 µM; actives 0.84% (n = 340,000);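 active = B-score under library mean minus 4 SD, starting fluorescence ratio at most library mean plus 5 SD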;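 note: more negative B-score means stronger inhibition of thallium flux through KCNK3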
Target sequence (O14649 whole entry, looked up): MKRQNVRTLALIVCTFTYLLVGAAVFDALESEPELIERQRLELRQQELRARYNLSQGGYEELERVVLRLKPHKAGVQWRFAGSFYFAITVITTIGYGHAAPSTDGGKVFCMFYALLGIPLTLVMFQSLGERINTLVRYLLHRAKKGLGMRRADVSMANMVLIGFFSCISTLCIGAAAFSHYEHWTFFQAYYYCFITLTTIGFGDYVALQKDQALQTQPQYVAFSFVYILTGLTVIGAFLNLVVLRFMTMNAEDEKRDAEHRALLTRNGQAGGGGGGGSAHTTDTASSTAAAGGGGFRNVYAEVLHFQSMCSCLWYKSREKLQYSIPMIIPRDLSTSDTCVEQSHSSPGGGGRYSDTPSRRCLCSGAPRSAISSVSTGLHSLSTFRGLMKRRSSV
ANO1 activ: activators or potentiators of mouse TMEM16A chloride channel; Q8BHY3; HEK293 TMEM16A/YFP-H148Q/I152L, iodide quench fluorescence; active compounds read low; B-score at 10 µM; actives 0.3% (n = 340,000); AID 623877;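 active = fluorescence-ratio B-score plate-corrected deviation score at least 3 library SD below zero, with starting fluorescence score within 5 deviations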;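 note: channel opened by trigger with iodide after compound preincubation; score built on the fluorescence ratio of max minus min over baseline; more negative score means more quench and so TMEM16A activation or potentiation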
RGS4 act: RGS4 potentiation or activation | HEK293 M3R/inducible RGS4, carbachol calcium flux Fluo4; active compounds read low | B-score at 10 µM | actives 0.92% (n = 310,000);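 active = B-score of the integrated calcium signal more than 4 SD below the library mean, with starting fluorescence not abnormally high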;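 note: negative B-score means reduced calcium response which marks RGS4 activation or potentiation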
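System – HEK293 FlpIn-TREx cells, stable M3R, doxycycline-inducible RGS4 · Reagent – ECmax carbachol challenge · Times – compound preincubation 20 min at room temperature before agonist · Technique – Fluo4 fluorescence kinetic imaging of calcium · Measure – B score of integrated Fluo4 ratio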
* = called active by the depositor.

Results for CCOc1ccc(C(C(=O)NC2CCCCC2)N(C(=O)c2ccccn2)c2cccnc2)cc1 (stereo not drawn) ?
KCNQ1 block: inactive; RGS4 inh: inactive; KCNK9 inh: inactive; hERG rescue: -9; KCNQ1 act: inactive; MrgX1 ag: inactive; ANO1 block: inactive; MrgX1 allo act: inactive; KCNK3 block: inactive; ANO1 activ: inactive; RGS4 act: inactive

How did CS(=O)(=O)Nc1ccc(C(=O)Nc2ccc3ccccc3c2)cc1 do in these assays?
KCNQ1 block: inactive; RGS4 inh: inactive; KCNK9 inh: inactive; hERG rescue: -7; KCNQ1 act: inactive; MrgX1 ag: inactive; ANO1 block: inactive; MrgX1 allo act: inactive; KCNK3 block: inactive; ANO1 activ: inactive; RGS4 act: inactive

How did O=C(/C=C/c1c[nH]c2ccccc12)c1ccccc1 do in these assays?
KCNQ1 block: inactive; RGS4 inh: inactive; KCNK9 inh: inactive; hERG rescue: -17; KCNQ1 act: inactive; MrgX1 ag: inactive; ANO1 block: inactive; MrgX1 allo act: inactive; KCNK3 block: inactive; ANO1 activ: inactive; RGS4 act: inactive

Results for Cc1c(NC(C)C)c(=O)n(-c2ccccc2)n1C ?
MrgX1 ag: inactive; ANO1 block: inactive; MrgX1 allo act: inactive; KCNK3 block: inactive; ANO1 activ: inactive

How did CC(C)C(=O)Nc1nnc(CCN2CCCCC2)s1 do in these assays?
KCNQ1 block: inactive; RGS4 inh: inactive; KCNK9 inh: inactive; hERG rescue: -7; KCNQ1 act: inactive; MrgX1 ag: inactive; ANO1 block: inactive; MrgX1 allo act: inactive; KCNK3 block: inactive; ANO1 activ: inactive; RGS4 act: inactive

How did ClCC1CSC(=NC23CC4CC(CC(C4)C2)C3)O1 (stereo not drawn) do in these assays?
KCNQ1 block: inactive; RGS4 inh: inactive; KCNK9 inh: inactive; hERG rescue: -13; KCNQ1 act: inactive; MrgX1 ag: inactive; ANO1 block: inactive; MrgX1 allo act: inactive; KCNK3 block: inactive; ANO1 activ: inactive; RGS4 act: inactive

What do the screens show for `CCCC1(c2ccccc2)NC(=O)N(CC(=O)c2[nH]c(C)c(C(=O)OCC)c2C)C1=O` (stereo not drawn)?
KCNQ1 block: inactive; RGS4 inh: inactive; KCNK9 inh: inactive; hERG rescue: -6; KCNQ1 act: inactive; MrgX1 ag: inactive; ANO1 block: inactive; MrgX1 allo act: inactive; KCNK3 block: inactive; ANO1 activ: inactive; RGS4 act: inactive

What do the screens show for `COC(=O)c1ccccc1NC(=O)Cn1cc(Br)cn1`?
KCNQ1 block: inactive; RGS4 inh: inactive; KCNK9 inh: inactive; hERG rescue: -10; KCNQ1 act: inactive; MrgX1 ag: inactive; ANO1 block: inactive; MrgX1 allo act: inactive; KCNK3 block: inactive; ANO1 activ: inactive; RGS4 act: inactive

Results for Oc1ccc(C=NCCc2ccccc2)cc1 ?
KCNQ1 block: inactive; RGS4 inh: inactive; KCNK9 inh: inactive; hERG rescue: -4; KCNQ1 act: inactive; MrgX1 ag: inactive; ANO1 block: inactive; MrgX1 allo act: inactive; KCNK3 block: inactive; ANO1 activ: inactive; RGS4 act: inactive

What do the screens show for `COc1ccc(N2C(=O)CC(NNc3ncc(Cl)cc3Cl)C2=O)cc1` (stereo not drawn)?
KCNQ1 block: inactive; RGS4 inh: inactive; KCNK9 inh: inactive; hERG rescue: -12; KCNQ1 act: inactive; MrgX1 ag: inactive; ANO1 block: inactive; MrgX1 allo act: inactive; KCNK3 block: inactive; ANO1 activ: inactive; RGS4 act: inactive

What do the screens show for `COc1ccc(C2C3=C(CCCC3=O)N(CC(=O)O)C3=C2C(=O)CCC3)cc1`?
KCNQ1 block: inactive; RGS4 inh: inactive; KCNK9 inh: inactive; hERG rescue: -10; KCNQ1 act: inactive; MrgX1 ag: inactive; ANO1 block: inactive; MrgX1 allo act: inactive; KCNK3 block: inactive; ANO1 activ: inactive; RGS4 act: inactive

Results for CN(C)C(=S)SCC(=O)Nc1cccc(C(F)(F)F)c1 ?
KCNQ1 block: inactive; RGS4 inh: inactive; KCNK9 inh: inactive; hERG rescue: -4; KCNQ1 act: inactive; MrgX1 ag: inactive; ANO1 block: inactive; MrgX1 allo act: inactive; KCNK3 block: inactive; ANO1 activ: inactive; RGS4 act: inactive

How did CN(/N=C/c1ccccc1O)C(=S)c1ccccc1 do in these assays?
KCNQ1 block: inactive; RGS4 inh: inactive; KCNK9 inh: inactive; hERG rescue: 1; KCNQ1 act: inactive; MrgX1 ag: inactive; ANO1 block: inactive; MrgX1 allo act: inactive; KCNK3 block: inactive; ANO1 activ: inactive; RGS4 act: inactive

Results for CC1CCc2nc3ccc(S(=O)(=O)N4CCC(C(=O)NC(C)c5ccccc5)CC4)cc3c(C(=O)O)c2C1 (stereo not drawn) ?
KCNQ1 block: inactive; RGS4 inh: inactive; KCNK9 inh: inactive; hERG rescue: -7; KCNQ1 act: inactive; MrgX1 ag: inactive; ANO1 block: inactive; MrgX1 allo act: inactive; KCNK3 block: inactive; ANO1 activ: inactive; RGS4 act: inactive

How did O=c1cc(N2CCC3(CC2)OCCO3)[nH]c(=O)n1-c1ccc(Br)cc1 do in these assays?
KCNQ1 block: inactive; RGS4 inh: inactive; KCNK9 inh: inactive; hERG rescue: 1; KCNQ1 act: inactive; KCNK3 block: inactive; ANO1 activ: inactive; RGS4 act: inactive

How did Cc1c(Cl)c(C(F)(F)F)nn1CC(=O)NCc1ccccc1 do in these assays?
KCNQ1 block: inactive; RGS4 inh: inactive; KCNK9 inh: inactive; hERG rescue: -6; KCNQ1 act: inactive; MrgX1 ag: inactive; ANO1 block: inactive; MrgX1 allo act: inactive; KCNK3 block: inactive; ANO1 activ: inactive; RGS4 act: inactive

Results for O=C(Cn1c(=O)oc2ccccc21)N1CCCC1 ?
KCNQ1 block: inactive; RGS4 inh: inactive; KCNK9 inh: inactive; hERG rescue: -7; KCNQ1 act: inactive; MrgX1 ag: inactive; ANO1 block: inactive; MrgX1 allo act: inactive; KCNK3 block: inactive; ANO1 activ: inactive; RGS4 act: inactive

What do the screens show for `Cc1cccnc1N(C(=O)Nc1cccc(Cl)c1)C1=NCC(C)(C)S1`?
KCNQ1 block: inactive; RGS4 inh: inactive; KCNK9 inh: inactive; hERG rescue: -1; KCNQ1 act: inactive; MrgX1 ag: inactive; ANO1 block: inactive; MrgX1 allo act: inactive; KCNK3 block: inactive; ANO1 activ: inactive; RGS4 act: inactive

How did CCC12CC3CC(C1)CC(C(=O)NNC(N)=O)(C3)C2 do in these assays?
KCNQ1 block: inactive; RGS4 inh: inactive; KCNK9 inh: inactive; hERG rescue: -3; KCNQ1 act: inactive; MrgX1 ag: inactive; ANO1 block: inactive; MrgX1 allo act: inactive; KCNK3 block: inactive; ANO1 activ: inactive; RGS4 act: inactive

How did O=C(CSc1ccccn1)Nc1ccc(N2CCOCC2)cc1 do in these assays?
KCNQ1 block: inactive; RGS4 inh: inactive; KCNK9 inh: inactive; hERG rescue: -12; KCNQ1 act: inactive; MrgX1 ag: inactive; ANO1 block: inactive; MrgX1 allo act: inactive; KCNK3 block: inactive; ANO1 activ: inactive; RGS4 act: inactive

Results for COc1ccc(C2C(C#N)=C(N)N(c3ncn[nH]3)C3=C2C(=O)CCC3)cc1 (stereo not drawn) ?
KCNQ1 block: inactive; RGS4 inh: inactive; KCNK9 inh: inactive; hERG rescue: -10; KCNQ1 act: inactive; MrgX1 ag: inactive; ANO1 block: inactive; MrgX1 allo act: inactive; KCNK3 block: inactive; ANO1 activ: inactive; RGS4 act: inactive

What do the screens show for `CCN(CC)CCn1c2ccccc2c2nc(C)sc21`?
KCNQ1 block: inactive; RGS4 inh: inactive; KCNK9 inh: inactive; hERG rescue: 2; KCNQ1 act: inactive; MrgX1 ag: inactive; ANO1 block: inactive; MrgX1 allo act: inactive; KCNK3 block: inactive; RGS4 act: inactive

How did Cc1cc(=O)[nH]c(SCC(=O)Nc2cccc(C(F)(F)F)c2)n1 do in these assays?
KCNQ1 block: inactive; RGS4 inh: inactive; KCNK9 inh: inactive; hERG rescue: -11; KCNQ1 act: inactive; MrgX1 ag: inactive; ANO1 block: inactive; MrgX1 allo act: inactive; KCNK3 block: inactive; ANO1 activ: inactive; RGS4 act: inactive

Results for C=CCOc1ccc(/C=N/NC(=O)CN2CCOCC2)cc1OCC ?
KCNQ1 block: inactive; RGS4 inh: inactive; KCNK9 inh: inactive; hERG rescue: -6; KCNQ1 act: inactive; MrgX1 ag: inactive; ANO1 block: inactive; MrgX1 allo act: inactive; KCNK3 block: inactive; ANO1 activ: inactive; RGS4 act: inactive

How did Cc1ccc(C(=O)NCC(c2ccco2)N2CCc3ccccc3C2)cc1 (stereo not drawn) do in these assays?
KCNQ1 block: inactive; RGS4 inh: inactive; KCNK9 inh: inactive; hERG rescue: -13; KCNQ1 act: inactive; MrgX1 ag: inactive; ANO1 block: inactive; MrgX1 allo act: inactive; KCNK3 block: inactive; ANO1 activ: inactive; RGS4 act: inactive

What do the screens show for `Cc1cc(C)nc(/N=C(\N)Nc2cccc(OCc3ccccc3)c2)n1`?
KCNQ1 block: inactive; RGS4 inh: inactive; KCNK9 inh: inactive; hERG rescue: -14; KCNQ1 act: inactive; MrgX1 ag: 153*; ANO1 block: inactive; MrgX1 allo act: inactive; KCNK3 block: inactive; ANO1 activ: inactive; RGS4 act: inactive

What do the screens show for `Cc1cc(C)n(Cc2ccc(C(=O)N/N=C/c3ccc(-c4ccc([N+](=O)[O-])cc4)o3)o2)n1`?
KCNQ1 block: inactive; RGS4 inh: inactive; KCNK9 inh: inactive; hERG rescue: -10; KCNQ1 act: inactive; MrgX1 ag: inactive; ANO1 block: inactive; MrgX1 allo act: inactive; KCNK3 block: inactive; ANO1 activ: inactive; RGS4 act: inactive

Bioassay records deposited in PubChem by Johns Hopkins Ion Channel Center.
